# NTMT1 inh – inhibitors of human N-terminal methyltransferase NTMT1; Q9BV86; NTMT1 MTase-Glo SAH luminescence, purified enzyme; Potency, µM (doses to about 114 µM), for the others: at the highest dose activity change, negative = inhibition, actives largely listed as inhibitors; 59,000 compounds, 2.5% hits;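 also: potency is read from the fitted curve at half-maximal effect; plate controls were DMSO vehicle for no effect and no enzyme for full effect; nearly all actives have a fitted effect of over 65% in size; many of its hits are not listed in these tables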
# Target sequence (Q9BV86 whole entry, looked up): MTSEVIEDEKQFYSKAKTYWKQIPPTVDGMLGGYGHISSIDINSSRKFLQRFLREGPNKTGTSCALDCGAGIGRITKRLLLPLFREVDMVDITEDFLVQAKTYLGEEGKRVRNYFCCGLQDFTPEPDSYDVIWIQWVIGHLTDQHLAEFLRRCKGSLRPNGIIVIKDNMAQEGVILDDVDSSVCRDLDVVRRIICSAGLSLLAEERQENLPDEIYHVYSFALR
# p53null 32C tox – kills p53 null cells at the permissive temperature | H1299-neo p53 null cells, ATP luminescence, 24 h, 32C | Potency, µM (doses to about 46.1 µM), for the others: at the top dose activity change, negative = cytotoxicity, most hits filed as cytotoxic | 55,000 compounds, 0.62% hits | AID 903;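 also: potency is read from the fitted curve at half-maximal effect; 0% = DMSO only and -100% = full killing by 100 µM tamoxifen; nearly all actives have a fitted effect of over 55% in size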
#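 Overnight 37C seeding (600 cells/well) of H1299-neo preceded a 24 hr, 32C exposure to compounds up to 46 uM. ATP levels, read by luminescence after 20 min at RT, indicated surviving cells.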
# FH mod – Identification of activators of human fumarate hydratase by quantitative high-throughput screening. Fumarate hydratase, mitochondrial (Homo sapiens), P07954. FH coupled MDH/diaphorase resazurin fluorescence, 15 min. Potency, µM (titrated, usually from 79.9 µM), without a hit: at the highest dose activity change, negative = inhibition, hits mostly inhibitors. 54,000 compounds, 0.22% hits. AID 1347055, 2019; also: potency is read from the fitted curve at half-maximal effect; % is scaled to controls: 0 for no effect and ±100 for the full control effect; the screen sought activators but most active calls are inhibition curves; nearly all actives have a fitted effect of over 45% in size
# p53null 39C kill – selectivity test: cytotoxicity in p53 null cells, nonpermissive temperature. H1299 p53-null (neo) cells, 39C, ATPlite viability, 24 h. Potency, µM (top dose mostly 46.1 µM), for the others: at the top dose activity, negative = cell killing, hits mostly cytotoxic. 55,000 compounds, 0.97% hits;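 also: potency is read from the fitted curve at half-maximal effect; 0% = DMSO only and -100% = full killing by 100 µM tamoxifen; nearly all actives have a fitted effect of over 50% in size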
#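 Following overnight plating at 37C (600 cells/well), H1299-neo or H1299-p53A138V cells are dosed up to 46 uM. Incubation lasts 24 hr at 39C before ATP detection.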
# GALK inhibitor – inhibitors of human galactokinase (GALK). recombinant GALK, Kinase-Glo ATP luminescence, 1 h. Potency, µM (doses to about 57.5 µM), for the others: at the top dose activity, negative = inhibition, most hits filed as inhibitors. 44,000 tested, under 10 active. AID 1347072. P51570;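 also: plate controls were full GALK reaction for no effect and reaction lacking GALK for full effect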
#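 Human GALK (5 nM) was incubated with 35 uM ATP and 100 uM galactose in 20 mM HEPES pH 8.0 with MgCl2, NaCl, DTT and BSA for 1 h at room temperature. Remaining ATP was measured by Kinase-Glo Plus luminescence.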
# TSG101-PTAP inh – TSG101-PTAP interaction inhibition, HIV-1 budding; 44,000 tested, under 10 active; Fluorescence polarization, FITC-PTAP peptide/Tsg101, 20 min; Potency, µM (top dose mostly 115 µM), inactives show at the top dose activity change, negative = inhibition, hits mostly inhibitors; Q99816; also: potency is read from the fitted curve at half-maximal effect; 0% is about no effect
# Target sequence (Q99816 whole entry, looked up): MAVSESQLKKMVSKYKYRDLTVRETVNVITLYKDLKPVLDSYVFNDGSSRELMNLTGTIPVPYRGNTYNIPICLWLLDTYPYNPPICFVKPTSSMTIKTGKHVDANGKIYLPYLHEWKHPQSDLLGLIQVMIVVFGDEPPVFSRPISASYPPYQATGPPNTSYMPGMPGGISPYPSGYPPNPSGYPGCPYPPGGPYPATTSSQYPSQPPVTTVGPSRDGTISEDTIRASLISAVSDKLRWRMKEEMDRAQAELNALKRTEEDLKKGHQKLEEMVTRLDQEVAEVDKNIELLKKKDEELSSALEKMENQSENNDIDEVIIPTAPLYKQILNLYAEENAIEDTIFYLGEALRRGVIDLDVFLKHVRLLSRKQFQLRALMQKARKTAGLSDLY
#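 Compounds pinned into 10 uM Tsg101 binding domain, then 50 nM FITC-PTAP peptide added in pH 7.5 HEPES buffer; FP read after 20 min, room temperature. Total S+P intensity flags fluorescent compounds; active cut-off <25 µM, efficacy <60%.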
# B2AR arrestin ag – agonists recruiting beta-arrestin to human beta2-adrenergic receptor; P07550; HTLA Tango cells, beta-arrestin recruitment, luciferase luminescence, 18 h; Potency, µM (titrated, usually from 46.1 µM), for the others: at the highest dose activation, hits mostly activators; 44,000 tested, under 10 active;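 also: potency is read from the fitted curve at half-maximal effect; 0% = DMSO and full agonism = EC100 isoproterenol or metaproterenol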
# Target sequence (P07550 whole entry, looked up): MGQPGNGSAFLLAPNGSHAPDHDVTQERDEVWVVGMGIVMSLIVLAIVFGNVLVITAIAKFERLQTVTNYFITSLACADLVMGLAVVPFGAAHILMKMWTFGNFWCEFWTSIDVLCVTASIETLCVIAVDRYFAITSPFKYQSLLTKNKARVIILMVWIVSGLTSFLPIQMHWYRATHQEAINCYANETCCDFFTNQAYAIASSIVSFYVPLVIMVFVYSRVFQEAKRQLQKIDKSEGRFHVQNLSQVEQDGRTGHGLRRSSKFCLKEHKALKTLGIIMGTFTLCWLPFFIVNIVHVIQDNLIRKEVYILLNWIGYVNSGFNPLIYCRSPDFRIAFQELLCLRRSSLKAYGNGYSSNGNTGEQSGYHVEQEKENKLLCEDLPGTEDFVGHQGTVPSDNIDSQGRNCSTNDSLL
#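 Tango cells (recombinant beta2-AR, beta-arrestin, tTA-driven luciferase), 1500/well in DMEM 1% FBS, treated 18 h at 37 °C with compounds up to 46 µM; luciferin mix added, luminescence read after 15 min; %activity curves fitted and curve-classed.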
# * marks the source's active call; other numbers are inactive results; ? = inconclusive; . = no result given; [ ] = dose if it differs, or a comment. Calls follow the shape of the dose curve; as a rule, active = well fitted curve in the direction sought with a large enough effect; inconclusive = small, poorly fitted or top-dose-only effect, or another doubt; inactive = no such curve, though single readings can be large; an effect the other way counts as inactive or inconclusive. An excerpt; the hit share may differ from the screen's.
SMILES,NTMT1 inh,p53null 32C tox,FH mod,p53null 39C kill,GALK inhibitor,TSG101-PTAP inh,B2AR arrestin ag
CC(=O)N1CCc2c(sc(NC(=O)CSc3ccc(C)cc3)c2-c2nc3ccccc3s2)C1,11%,-7%,-8%,18%,3%,1%,-3%
CC(C)NC(=O)Cn1nc(N2CCN(c3ccccc3)CC2)ccc1=O,2%,-8%,2%,-8%,0%,1%,1%
Cc1cc2oc(C(=O)Nc3ccc(S(=O)(=O)N4CCC(C)CC4)cc3)cc(=O)c2cc1C,-20%,-7%,-2%,0%,-4%,0%,0%
Cc1ccc(CNC(=O)C(C)n2nc(C)n3c(cc4sccc43)c2=O)cc1 (centres undefined),7%,-10%,-2%,-23%,-2%,1%,-1%
CC1CCN(S(=O)(=O)c2ccc(C(=O)Nc3sc4c(c3C(N)=O)CC(C)(C)NC4(C)C)cc2)CC1,-19%,15%,-3%,8%,-7%,1%,0%
CCCCN(C(=O)CCn1c(=O)oc2ccccc21)c1ccccc1,18%,5%,-2%,2%,8%,-1%,1%
Cn1c(=NC(=O)c2ccc(S(=O)(=O)N3CCCC3)cc2)sc2cc(F)ccc21,-1%,-3%,0%,-24%,-1%,0%,0%
CC(=O)c1cccc(NC(=O)C2CCN(c3ncnc4c3nc3n4CCCCC3)CC2)c1,1%,-8%,-3%,-16%,0%,-1%,0%
COC(=O)c1ccc(Cn2nnc3c(=O)[nH]c(C4CCCN(S(=O)(=O)c5ccccc5Cl)C4)nc32)cc1 (centres undefined),12%,-23%,-29%,9%,-2%,-5%,-2%
CN(C(=O)CSc1nc2ccccc2[nH]1)c1ccc(F)cc1,0%,-8%,3%,-16%,12%,0%,0%
CCCSCCCNC(=O)C1CCCN(C(=O)c2cnn(-c3ccccc3)c2-n2cccc2)C1 (centres undefined),16%,5%,-2%,-15%,-12%,1%,-3%
Cc1ccc(C(=O)Nc2cccc(C(=O)OCc3cc(=O)n4c5c(sc4n3)CCCC5)c2)cc1,?,0%,-15%,-9%,1%,-4%,0%
CN1C(C(=O)Nc2ccc(F)cc2F)=CC(c2ccco2)=NS1(=O)=O,1%,5%,-7%,3%,-11%,0%,-4%
CNC(=O)C1CCC(Cn2c(=O)c3sccc3n(CC(=O)Nc3cc(F)ccc3F)c2=O)CC1 (centres undefined),2%,11%,-8%,-23%,-1%,-3%,0%
CCCOc1ccc(Cn2c(=O)sc3ccccc32)cc1,5%,5%,-7%,-15%,6%,-2%,-1%
CCN(C(=O)c1cc2c(=O)n(CC)c3ccccc3c2s1)c1cccc(C(F)(F)F)c1,-4%,1%,?,27%,-1%,1%,-1%
O=C(CN1C(=O)C2(SCC(=O)N2c2cccc(Cl)c2)c2ccccc21)NC1CCCCC1 (centres undefined),2%,3%,-19%,-6%,0%,-9%,2%
CC(C)CCNC(=O)c1cnc2sc(N3CCCCCC3)nn2c1=O,-8%,5%,-16%,2%,4%,-6%,-1%
Cc1cc(-c2ccc(C)c(S(=O)(=O)N3c4ccccc4CC3C)c2)on1 (centres undefined),0%,13%,-26%,24%,1%,5%,0%
O=c1oc2ccccc2cc1-c1cn2cc(Cc3ccccc3F)sc2n1,-11%,9%,1%,?,0%,-2%,0%
CC(=O)Nc1cc(C(=O)NCc2ccccc2)ccc1Sc1ccc(C)cc1,18%,2%,-9%,8%,0%,1%,1%
CC1CCN(S(=O)(=O)c2ccc3c(c2)oc(=O)n3CC(=O)NC(C)c2ccccc2)CC1 (centres undefined),4%,?,?,-1%,-1%,3%,0%
Cc1cn2c(=O)cc(COC(=O)c3cccc(NC(=O)COc4ccccc4Cl)c3)nc2s1,9%,5%,-18%,-12%,3%,-1%,1%
CC(=O)c1c(C)oc2ccc(N(C(=O)Oc3ccccc3)S(=O)(=O)c3ccc(C(C)(C)C)cc3)cc12,7%,25%,-7%,25%,-1%,0%,-1%
CCOC(=O)c1ccc(-c2ccc(/C=C(\C#N)C(=O)Nc3ccc(C)cc3)o2)cc1,10%,-3%,13%,14%,0%,2%,2%
COc1ccc(NC(=O)CSc2nc(-c3ccc(F)cc3)c3cccc(C)c3n2)cc1,18%,4%,3%,-12%,?,4%,-1%
Cc1c(Cl)cccc1NC(=O)c1oc2ccc(S(=O)(=O)N3CCCCCC3)cc2c1C,17%,-8%,-6%,6%,-2%,-3%,-1%
Cc1ccc2c(=O)cc(C(=O)Nc3sc4c(c3C(=O)NCc3cccnc3)CCCC4)oc2c1,-7%,-5%,-15%,23%,0%,2%,0%
COc1ccc(C(=O)NCCc2csc(-c3ccc(Cl)cc3)n2)cc1,-2%,14%,?,2%,-2%,-3%,-2%
COc1cccc(NC(=O)CCNC(=O)Cn2cnc3ccccc3c2=O)c1,-19%,.,-10%,.,5%,-9%,1%
O=C(CSc1nc2c([nH]c3ccccc32)c(=O)n1-c1ccc(Cl)cc1)NCC1CCCO1 (centres undefined),?,6%,3%,10%,-2%,5%,-1%
COc1ccc(-c2nc(SCC(=O)Nc3cccc(C(C)=O)c3)n[nH]2)cc1,-12%,?,?,25µM*,3%,1%,0%
COc1ccc(C)cc1NC(=O)Cn1cc(S(=O)(=O)Cc2ccccc2Cl)c2ccccc21,18%,-10%,-22%,-11%,2%,3%,0%
O=C(c1ccc(Cl)cc1)N1CCN(CCc2ccncc2)CC1,-2%,-6%,1%,21%,-1%,0%,-4%
COc1ccc(OC)c(CNC(=O)CCC(=O)N2Cc3ccccc3Oc3ncccc32)c1,3%,6%,-10%,-6%,2%,1%,-1%
COc1ccc(C(=O)Nc2ccc3c(c2)CCCN3S(=O)(=O)c2ccc(C)cc2)cc1,20%,7%,-23%,12%,-4%,0%,-1%
O=C(Nc1sc2c(c1C(=O)Nc1ccccc1)CCC2)c1ccc(Br)cc1,-2%,-11%,0%,-7%,-3%,0%,1%
CC(=O)Nc1ccccc1-c1nc2ccccc2n(Cc2cccc(Br)c2)c1=O,-12%,-1%,7%,9%,2%,0%,-2%
O=C(CSc1nc2c([nH]c3ccccc32)c(=O)n1-c1cccc(C(F)(F)F)c1)N1CCCC1,-19%,-4%,2%,-16%,-1%,0%,-1%
CCOC(=O)c1c(C)oc2nc(C)nc(Nc3cccc(OC)c3)c12,8%,-3%,-39%,10%,2%,0%,2%
O=C(CSc1nc2ccccc2n1Cc1cccc(C(F)(F)F)c1)NCc1ccccc1,-3%,2%,-37%,34%[activator],5%,-2%,-1%
Cc1ccc(CSc2cn(CC(=O)N3CCCC3)c3ccccc23)cc1,?,1%,-20%,-9%,6%,-1%,1%
COc1cccc(-n2c(SCC(=O)Nc3cccc(C)c3)nc3c([nH]c4ccccc43)c2=O)c1,14%,13%,-12%,23%,-5%,0%,-1%
COc1ccc(Br)cc1CNC(=O)c1cnc2sc(N3CCCCCC3)nn2c1=O,-3%,14%,-15%,15%,2%,-2%,-1%
CC(C)(C)c1ccc(C(=O)NCC(c2ccc(Cl)cc2)N2CCOCC2)cc1 (centres undefined),6%,2%,-18%,-22%,-4%,-7%,-3%
COc1ccc(CCNc2ncnc3c2cnn3-c2ccc(C)c(Cl)c2)cc1,-13%,-2%,-15%,-4%,3%,-4%,-1%
CS(=O)(=O)N(Cc1ccccc1)c1ccc(C(=O)Nc2cccc(Cl)c2)cc1,-22%,9%,-11%,?,-3%,2%,0%
O=C(Nc1ccc(S(=O)(=O)Nc2ncccn2)cc1)c1cccc(Cl)c1,9%,1%,-9%,6%,2%,0%,-1%
CCc1cccc(N2C(=O)CS(=O)(=O)C23C(=O)N(Cc2ccc(F)cc2)c2ccc(C)cc23)c1 (centres undefined),?,19%,-36%,22%,3%,7%,0%
COc1ccc(CC(=O)NCc2nc3cccnc3n2Cc2ccccc2)cc1,10%,-1%,11%,-9%,1%,-9%,0%
Cc1cccn2c(=O)c(/C=C(\C#N)c3nc4ccccc4s3)c(Oc3ccc(F)cc3)nc12,?,4%,?,-10%,3%,-13%,1%
CCOc1cc(C(=O)Nc2ccc(-c3nc4cc(C)ccc4o3)cc2)cc(OCC)c1OCC,7%,4%,-7%,-15%,0%,-2%,1%
O=C1CC(=O)Nc2cc(S(=O)(=O)Nc3ccc(F)cc3Cl)ccc2N1,14%,11%,-19%,-14%,1%,-1%,0%
CCOc1ccccc1NC(=O)C(C)Sc1cc(-c2ccccc2)nc(C)n1 (centres undefined),?,3%,-27%,21%,-7%,-2%,-2%

# Ten entries from above, sorted by formula weight, low to high.
SMILES,NTMT1 inh,p53null 32C tox,FH mod,p53null 39C kill,GALK inhibitor,TSG101-PTAP inh,B2AR arrestin ag
CC(C)NC(=O)Cn1nc(N2CCN(c3ccccc3)CC2)ccc1=O,2%,-8%,2%,-8%,0%,1%,1%
CN1C(C(=O)Nc2ccc(F)cc2F)=CC(c2ccco2)=NS1(=O)=O,1%,5%,-7%,3%,-11%,0%,-4%
COc1ccc(-c2nc(SCC(=O)Nc3cccc(C(C)=O)c3)n[nH]2)cc1,-12%,?,?,25µM*,3%,1%,0%
CCOC(=O)c1ccc(-c2ccc(/C=C(\C#N)C(=O)Nc3ccc(C)cc3)o2)cc1,10%,-3%,13%,14%,0%,2%,2%
CCOc1cc(C(=O)Nc2ccc(-c3nc4cc(C)ccc4o3)cc2)cc(OCC)c1OCC,7%,4%,-7%,-15%,0%,-2%,1%
O=C(CSc1nc2c([nH]c3ccccc32)c(=O)n1-c1ccc(Cl)cc1)NCC1CCCO1 (centres undefined),?,6%,3%,10%,-2%,5%,-1%
COc1cccc(-n2c(SCC(=O)Nc3cccc(C)c3)nc3c([nH]c4ccccc43)c2=O)c1,14%,13%,-12%,23%,-5%,0%,-1%
Cc1ccc2c(=O)cc(C(=O)Nc3sc4c(c3C(=O)NCc3cccnc3)CCCC4)oc2c1,-7%,-5%,-15%,23%,0%,2%,0%
CCc1cccc(N2C(=O)CS(=O)(=O)C23C(=O)N(Cc2ccc(F)cc2)c2ccc(C)cc23)c1 (centres undefined),?,19%,-36%,22%,3%,7%,0%
COC(=O)c1ccc(Cn2nnc3c(=O)[nH]c(C4CCCN(S(=O)(=O)c5ccccc5Cl)C4)nc32)cc1 (centres undefined),12%,-23%,-29%,9%,-2%,-5%,-2%
